# hERG rescue: shields human hERG channel from block by proarrhythmic agents; activation (rescue from dofetilide block), less the hit threshold, % at 10 µM; CHO-hERG, FluxOR thallium flux, dofetilide IC70 present; 310,000 tested, 0.51% active;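 active = activation above the mean of controls blocked by dofetilide plus 5 SD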;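 also: thallium influx through hERG after potassium depolarization seen as dye fluorescence rise; in these data hits start at about 4.7%; inactives centre near -7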
# KCNQ1 pot: potentiates or activates the human KCNQ1 potassium channel; P51787; CHO-K1 KCNQ1, thallium flux FluxOR fluorescence; stronger effect = higher value; B-score at 10 µM; 310,000 tested, 0.35% active; AID 2648;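 active = fluorescence ratio B-score, a plate-corrected score, at least three library SD, with initial intensity B-score within 5 SD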
# Target sequence (P51787 whole entry, looked up): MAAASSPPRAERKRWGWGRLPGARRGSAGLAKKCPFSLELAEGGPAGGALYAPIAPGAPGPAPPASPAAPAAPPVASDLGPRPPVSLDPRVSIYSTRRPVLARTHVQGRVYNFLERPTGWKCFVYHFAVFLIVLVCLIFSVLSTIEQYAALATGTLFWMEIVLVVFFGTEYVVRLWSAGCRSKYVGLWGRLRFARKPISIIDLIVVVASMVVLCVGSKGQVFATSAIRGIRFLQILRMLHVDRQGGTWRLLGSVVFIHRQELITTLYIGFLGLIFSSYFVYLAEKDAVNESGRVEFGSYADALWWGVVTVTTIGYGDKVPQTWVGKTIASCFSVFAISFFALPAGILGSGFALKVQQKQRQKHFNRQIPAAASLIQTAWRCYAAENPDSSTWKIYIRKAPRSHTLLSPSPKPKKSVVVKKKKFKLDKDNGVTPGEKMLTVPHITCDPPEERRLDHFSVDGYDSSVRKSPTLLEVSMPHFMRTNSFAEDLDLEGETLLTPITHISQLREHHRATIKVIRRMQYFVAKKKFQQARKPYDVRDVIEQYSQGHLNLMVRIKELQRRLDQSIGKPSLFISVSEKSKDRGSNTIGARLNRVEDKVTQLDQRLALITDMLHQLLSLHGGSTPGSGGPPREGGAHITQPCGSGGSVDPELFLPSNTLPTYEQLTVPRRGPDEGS
#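 Assay system: stable KCNQ1 CHO-K1 line; medium: assay buffer, equal DMSO in all wells; timing: 90 min dye loading and 20 min compound exposure, both at room temperature; technique: kinetic FluxOR thallium fluorescence, 10-s 1-Hz baseline, 110-s post-stimulus read; read-out basis: B score of baseline-normalized fluorescence ratio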
# KCNK3 block: human KCNK3 channel inhibition, primary screen; O14649; CHO-KCNK3 thallium flux, FluxOR fluorescence; stronger effect = lower value; B-score at 10 µM; 340,000 tested, 0.84% active; AID 602410;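 active = B-score under library mean minus 4 SD, starting fluorescence ratio at most library mean plus 5 SD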;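 also: more negative B-score means stronger inhibition of thallium flux through KCNK3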
# DYRK1A inh: Dyrk1A (rat) kinase inhibition. Q63470. ADP-Glo luminescence, NFATc1 peptide. inhibition, % at 12.5 µM. 310,000 tested, 0.43% active; in the data active = inhibition above about 50%;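 also: plate controls were vehicle with enzyme for no effect and no enzyme for full effect; many of its hits are not listed in these tables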
# HDAC3 inh: blocks human histone deacetylase 3 | O15379 | recombinant HDAC3, fluorogenic peptide/trypsin coupled, fluorescence | inhibition, % at 8.3 µM | 320,000 tested, 0.15% active; in the data active = inhibition above about 26%, passing the limit was not always enough; inconclusive = no clear call, values can overlap the other calls
# GSK3B inh: human GSK3beta kinase inhibition. P49841. GST-GSK3beta kinase, ADP-Glo luminescence, 60 min; stronger effect = lower value. activity score (negative = inhibition), % at 10 µM. 300,000 tested, 0.038% active;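 active = more than half of replicate wells score below -50%, meaning over 50% inhibition versus plate controls; inconclusive = some replicates but at most half score below -50%; inactive = no replicate scores below -50%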;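 also: 0% = median DMSO wells and -100% = median GW8510 positive control wells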
# Target sequence (P49841 whole entry, looked up): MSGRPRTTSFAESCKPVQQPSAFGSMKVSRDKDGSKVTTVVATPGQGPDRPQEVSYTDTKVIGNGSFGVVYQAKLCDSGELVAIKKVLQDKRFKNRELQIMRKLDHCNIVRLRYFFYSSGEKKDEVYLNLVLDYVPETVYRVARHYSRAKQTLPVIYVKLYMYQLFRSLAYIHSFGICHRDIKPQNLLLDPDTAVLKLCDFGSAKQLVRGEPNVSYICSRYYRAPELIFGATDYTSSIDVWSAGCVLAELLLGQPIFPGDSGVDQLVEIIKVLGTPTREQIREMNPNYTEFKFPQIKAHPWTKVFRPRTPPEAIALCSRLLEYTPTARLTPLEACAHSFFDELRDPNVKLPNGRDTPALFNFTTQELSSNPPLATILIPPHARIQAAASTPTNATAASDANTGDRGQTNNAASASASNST
#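 Test system – GST-tagged human GSK3beta kinase, cell-free · Incubation – 60 min enzyme reaction, room temperature · Signal – ADP-Glo luminescence · Also added – peptide substrate and ATP at 25 µM · Controls – DMSO neutral wells and GW8510 at 20 µM as positive · Buffer or medium – Tris/MgCl2 kinase buffer · Measure – Luminescence-derived activity versus plate DMSO and GW8510 wells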
# KCNQ1 inh: blocks the human KCNQ1 potassium channel; P51787; 310,000 tested, 1.3% active; CHO-K1 KCNQ1, FluxOR thallium flux fluorescence; stronger effect = higher value; B-score at 10 µM;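 active = compounds whose thallium flux B-score, printed positive for inhibition, exceeds three library SD while starting fluorescence stays within three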;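 also: channel opened by potassium depolarization with thallium stimulus after 20 min compound exposure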
# RGS4 pot: RGS4 potentiation or activation | HEK293 M3R/inducible RGS4, carbachol calcium flux Fluo4; stronger effect = lower value | B-score at 10 µM | 310,000 tested, 0.92% active | AID 463111;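 active = B-score of the integrated calcium signal more than 4 SD below the library mean, with starting fluorescence not abnormally high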;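 also: negative B-score means reduced calcium response which marks RGS4 activation or potentiation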
#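 test system = M3R-expressing HEK293 line, RGS4 induced by doxycycline | probe or stimulus = carbachol at ECmax as muscarinic agonist stimulus | timing = dye loading 30 min 37 °C, buffer rest 30 min RT | signal = calcium dye Fluo4 fluorescence | evaluation = B score from integrated fluorescence ratio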
# PolyA inh: yeast polyadenylation inhibition; 300,000 tested, 0.02% active; calls only at 12 µM; S. cerevisiae SKY197-pL101 polyadenylation reporter, beta-gal luminescence; efflux-impaired pdr1/pdr3 knockout yeast; score 100 = 6 SD above DMSO;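 active = lowest replicate activity score at least 50, where 100 means six control SD above control mean; inconclusive = lowest score under 50 but half or more replicates reach 50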;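 also: yeast exposed to compound for 9 h at 30 °C; higher score means more reporter readthrough which indicates perturbed polyadenylation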
# GSK3 alpha inh: inhibitors of human GSK-3 alpha kinase; P49840; ADP-Glo luminescence, 60 min; inhibition, % at 10 µM; 320,000 tested, 0.1% active; AID 2650;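 in the data active = inhibition above about 50%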;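 also: GST-tagged GSK-3 alpha with peptide substrate and 25 µM ATP; 0% = DMSO neutral wells and 100% = GW8510 positive control wells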
# KCNK9 block: blocks the human KCNK9 two-pore domain potassium channel | Q9NPC2 | HEK293 KCNK9, FluxOR thallium flux fluorescence; stronger effect = lower value | B-score at 10 µM | 310,000 tested, 1.2% active | AID 488922;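 active = ratio B-score over 3 SD below the library mean, with starting fluorescence within 5 SD of its mean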;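 also: negative B-score means less thallium flux so channel inhibition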
# Active calls of the source: *; i = inactive; ? = inconclusive; . = no result given. An excerpt. The share of hits here may be higher or lower than overall.
SMILES,hERG rescue,KCNQ1 pot,KCNK3 block,DYRK1A inh,HDAC3 inh,GSK3B inh,KCNQ1 inh,RGS4 pot,PolyA inh,GSK3 alpha inh,KCNK9 block
N=c1c2c(-c3ccccc3)c(-c3ccccc3)n(Cc3ccco3)c2ncn1Cc1ccccc1,-30.6,i,i,1.0,?,-13.1,10*,-11*,i,2.7,-15.4*
CCn1c(CNC(=O)c2cccc(C)c2)nc2ccccc21,-12.9,i,i,-3.6,4.3,-0.2,i,i,i,-2.8,i
CCc1cccc(C)c1NC(=O)CCNC(=O)c1cccc(C)c1,-4.4,i,i,1.5,1.0,-1.6,i,i,i,-0.2,i
O=C(Nc1nc(-c2cccs2)cs1)c1ccc(S(=O)(=O)N2CCCC2)cc1,-7.4,i,i,5.1,0.4,3.4,i,i,i,-1.7,i
Cn1ncc(N=Cc2ccccc2O)c1C(=O)Nc1ccccc1,-4.6,i,i,6.8,4.7,-2.9,i,i,i,2.1,i
CCC(NC(=O)CCc1ccccc1)c1ccccc1 (configuration not stated),-8.5,i,i,-5.1,-3.6,0.9,i,i,i,-2.7,i
COc1ccc(Br)cc1C1Nc2cccc3cccc(c23)N1,-6.5,i,i,5.1,-3.5,-3.2,i,i,i,-1.8,i
Cc1nc2ccccc2c(=O)n1/N=C/c1ccc2ccccc2c1O,-11.9,i,i,.,-0.1,-4.5,i,i,i,-1.5,i
O=C1N/C(=C/c2cccs2)C(=O)N1Cc1ccc(Br)cc1,-8.9,i,i,0.9,-7.5,-3.4,i,i,i,-3.4,i
O=C(NCCC1CCCC1)C1CCC(=O)N(CCCN2CCCC2=O)C1 (configuration not stated),-3.3,i,i,-5.7,-4.7,0.2,i,i,i,-1.0,i
COc1ccc(/C=N/NC(=O)c2cccnc2)cc1CSc1ccccn1,-11.2,i,i,0.5,2.9,-2.2,i,i,i,-1.0,i
CCc1nnc(NS(=O)(=O)c2ccc(NC(=O)CCC(=O)O)cc2)s1,-1.3,i,i,-9.1,-3.3,1.2,i,i,i,-4.4,i
O=C(Cc1ccccc1)N/N=C/C=C/c1ccccc1[N+](=O)[O-],-6.3,i,i,.,4.4,6.1,i,i,i,-2.8,i
CCNC(=S)Nc1cccc(NC(=O)c2ccccc2O)c1,-7.0,i,i,.,0.1,-7.5,i,i,i,0.6,i
COc1ccc(-c2nc(N)c(C#N)c(-c3cccnc3)c2C)cc1,-4.0,i,i,0.0,5.9,1.8,i,i,i,-5.2,i
Clc1ccc2c(c1)c1cc(Cl)ccc1n2CN1CCOCC1,-14.4,i,i,1.8,14.9,0.6,i,i,i,-1.5,i
Cc1cc(C(=O)COc2nncc3ccccc23)c(C)n1C,-1.3,i,i,-2.7,.,2.0,i,i,i,.,i
CCOC(=O)c1c(C)nc(SCC(N)=O)c(C#N)c1-c1ccccc1,-8.3,i,i,-2.7,3.4,3.8,i,i,i,-1.0,i
COc1ccc2c(CC(=O)NCc3ccc4c(c3)OCO4)coc2c1,-14.3,i,i,-0.6,0.3,2.1,i,i,i,-6.1,i
CCN(c1ccccc1)S(=O)(=O)c1nnc(NC(=O)CC(C)C)s1,-7.5,i,i,1.9,-0.6,1.4,i,i,i,-1.8,i

# Only KCNK9 block and RGS4 pot, for four of the compounds above:
Molecule,KCNK9 block,RGS4 pot
N=c1c2c(-c3ccccc3)c(-c3ccccc3)n(Cc3ccco3)c2ncn1Cc1ccccc1,-15.4*,-11*
COc1ccc(Br)cc1C1Nc2cccc3cccc(c23)N1,i,i
Cc1nc2ccccc2c(=O)n1/N=C/c1ccc2ccccc2c1O,i,i
CCc1nnc(NS(=O)(=O)c2ccc(NC(=O)CCC(=O)O)cc2)s1,i,i

# The listing picks up; the 2 compounds before the break are reprinted first.
SMILES,hERG rescue,KCNQ1 pot,KCNK3 block,DYRK1A inh,HDAC3 inh,GSK3B inh,KCNQ1 inh,RGS4 pot,PolyA inh,GSK3 alpha inh,KCNK9 block
COc1ccc2c(CC(=O)NCc3ccc4c(c3)OCO4)coc2c1,-14.3,i,i,-0.6,0.3,2.1,i,i,i,-6.1,i
CCN(c1ccccc1)S(=O)(=O)c1nnc(NC(=O)CC(C)C)s1,-7.5,i,i,1.9,-0.6,1.4,i,i,i,-1.8,i
Cc1ccc(NC(=S)NNC(=O)c2nn(C)c(C)c2Cl)cc1,-4.3,i,i,-1.8,5.0,-1.9,i,i,i,-4.2,i
CCCCn1c(SCC(=O)NC2CCS(=O)(=O)C2)nnc1-c1ccc(OC)cc1 (configuration not stated),-13.0,i,i,-5.5,0.9,4.1,i,i,i,-2.3,i
CCOc1cc(/C=C/C(=O)OCC(=O)NC2CCS(=O)(=O)C2)ccc1OCc1ccccc1 (configuration not stated),-17.7,i,i,0.8,12.6,4.3,i,i,.,-0.5,i
Cc1cc(OCC(=O)N2CCN(c3ccc(F)cc3)CC2)c2c(C)cc(=O)oc2c1,-2.6,i,i,7.6,3.8,-1.0,i,i,i,-2.0,i
CC(=O)c1ccc(Cc2cnc(N)s2)cc1,-0.1,i,i,-1.7,0.4,-26.3,i,i,.,-2.7,i
O=C(O)C1CC=CCC1C(=O)Nc1ccccc1Cl (configuration not stated),-4.2,i,i,-1.3,-8.6,-1.6,i,i,i,.,i
COc1ccccc1NC(=O)C1CCCN1C(=O)NCc1ccccc1 (configuration not stated),-2.1,i,i,-2.8,1.5,0.2,i,i,i,-6.1,i
O=C(Nc1ccccc1-c1ccccc1)c1cccs1,-3.1,i,i,-4.1,-8.4,-2.8,i,i,i,1.2,i
CCC(=O)Nc1ccc2c(c1)ncn2C,-3.4,i,i,0.8,-1.2,2.9,i,i,i,-2.5,i
CCOC(=O)N1CCC(N(C(=O)Nc2ccc(CC)cc2)C(C)CC)CC1 (configuration not stated),-5.8,i,i,-2.9,0.4,-0.2,i,i,i,-2.2,i
CNC(=O)Cn1c(C)cc(=O)c2cccc(OC)c21,-1.4,i,i,.,-8.9,-1.5,i,i,i,-0.5,i
CCOC(NC(=O)c1ccccc1)C(NC(=O)c1ccccc1)OCC (configuration not stated),-8.5,i,i,1.0,-2.2,0.0,i,i,.,-1.7,i
O=C(CCc1nc2ccccc2s1)N1CCN(S(=O)(=O)c2cccs2)CC1,-24.7,i,i,-2.2,8.5,2.2,i,i,i,-0.2,i
N#Cc1ccccc1NC(=S)NC(=O)c1cccs1,-4.2,i,i,2.0,-5.9,0.4,i,i,i,0.0,i
Cc1cc(C)n(-c2nc(NCC(C)O)c3c4c(sc3n2)COC(C)(C)C4)n1 (configuration not stated),-9.8,i,i,4.7,-3.9,-1.8,i,i,i,0.3,i
Cc1c(NC(=S)NC(=O)c2sc3ccccc3c2Cl)cccc1C(=O)O,0.3,i,i,4.8,2.2,-0.2,i,i,i,-2.5,i
COc1cc(NC(=O)c2cnc(N)s2)cc(C(=O)Nc2cccc(C(F)(F)F)c2)c1,-16.4,i,.,.,1.1,-2.0,i,i,i,0.4,i
COc1ccccc1N1CCN(C(=O)c2nn(C)c3c2CS(=O)(=O)c2ccccc2-3)CC1,-7.7,i,i,4.0,6.3,0.4,i,i,i,3.6,i
CCN(CC)S(=O)(=O)c1cccc(-c2nnc(SC(C)C(N)=O)n2CCc2ccccc2)c1 (configuration not stated),-16.9,i,i,0.0,-5.5,0.7,i,i,i,-1.1,i
OC(CNCc1ccccc1C(F)(F)F)C(F)(F)F (configuration not stated),-5.2,i,i,-1.0,0.0,1.5,i,i,i,-1.4,i
O=C1/C(=C\c2cc(Br)cc(Br)c2O)SC(=S)N1Cc1ccccc1,-8.2,i,i,7.2,0.1,-3.8,i,i,i,-1.1,i
Cc1ccc(C(=O)N(CC(=O)NC2CCCC2)c2ccccc2C)s1,-12.1,i,i,0.4,1.3,-2.0,i,i,i,-0.6,i
O=C(Nc1ccccc1)c1cc2c(=O)c3ccccc3oc2nc1C(F)(F)F,-1.7,i,i,2.9,-8.0,-2.6,i,i,i,-0.4,i
CN=C(Nc1ccccc1)SC1CC(=O)N(c2ccc(C(=O)OC)cc2)C1=O (configuration not stated),-10.6,i,i,6.3,11.2,1.2,i,i,i,1.8,i
CCC(C)(C(=O)NC1CCCCC1)N(Cc1ccco1)C(=O)CC1NC(=O)NC1=O (configuration not stated),-7.7,i,i,-7.9,6.3,-3.4,i,i,i,1.4,i
O=C(COc1ccccc1)Nc1ccccc1C(=O)NC1CC1,-13.9,i,i,2.7,-5.8,2.5,i,i,i,-5.3,i
CCSc1ncc(Cl)c(C(=O)Nc2ccc(S(N)(=O)=O)cc2)n1,-7.1,i,i,1.4,2.1,-0.7,i,i,i,-2.1,i
O=C(CSc1nnc(-c2ccncc2)n1-c1ccccc1Cl)Nc1ccc(C(=O)O)cc1,-9.0,i,i,-3.1,-10.5,0.2,i,i,i,0.5,i
CC1(C)C(=O)Nc2ccccc2N1C(=O)CN1C(=O)C(=O)N(C2CCCC2)C1=O,1.9,i,i,-3.7,-6.3,0.3,i,i,i,-0.9,i
CC(C)CCNC(=O)NC(=O)COC(=O)/C=C/c1cccc([N+](=O)[O-])c1,-3.6,i,i,.,2.5,3.0,i,i,i,-3.4,i
c1ccc2[nH]c(SCc3cscn3)nc2c1,-10.8,i,i,3.2,.,3.8,i,i,i,-0.2,i
CN1C(=S)NC(C)(C)CC1(C)c1ccc(O)cc1O (configuration not stated),1.1,i,i,-2.3,-4.6,-0.3,i,i,i,2.3,i
Cc1ccc(N2C(N)=C(C#N)C(c3cccnc3)C3=C2CC(C)(C)CC3=O)cc1 (configuration not stated),-4.2,i,i,-0.8,-1.8,-4.3,i,i,i,-5.0,i
COc1ccc(CN(C)CC(O)COC(c2ccccc2)c2ccccc2)c(OC)c1OC (configuration not stated),-10.3,i,i,-5.6,-0.3,-0.2,i,i,i,2.2,i
Cc1ccc(C(=O)OCc2nnc(-c3ccccc3)o2)s1,-14.8,i,i,2.1,3.4,5.5,i,i,i,-3.5,i
Cc1c(N2C(=O)/C(=C\c3cccc4ccccc34)SC2=S)c(=O)n(-c2ccccc2)n1C,-6.0,i,-9.4*,0.9,7.0,-1.3,i,i,i,-1.0,i
